GLP1R inv ag = GLP-1 receptor (human) inverse agonism. HEK293 GLP-1R CRE-luciferase, luminescence, 24 h; GLP-1R form is constitutively active. 410,000 compounds, 1.6% hits. AID 624417. Potency, µM (highest dose often 38.3 µM), for the others: at the top dose activity change, negative = inhibition, actives largely listed as inhibitors; also: potency is read from the fitted curve at half-maximal effect; % is scaled to controls: 0 for no effect and ±100 for the full control effect; nearly all actives have a fitted effect of over 55% in size
Target sequence (P43220 whole entry, looked up): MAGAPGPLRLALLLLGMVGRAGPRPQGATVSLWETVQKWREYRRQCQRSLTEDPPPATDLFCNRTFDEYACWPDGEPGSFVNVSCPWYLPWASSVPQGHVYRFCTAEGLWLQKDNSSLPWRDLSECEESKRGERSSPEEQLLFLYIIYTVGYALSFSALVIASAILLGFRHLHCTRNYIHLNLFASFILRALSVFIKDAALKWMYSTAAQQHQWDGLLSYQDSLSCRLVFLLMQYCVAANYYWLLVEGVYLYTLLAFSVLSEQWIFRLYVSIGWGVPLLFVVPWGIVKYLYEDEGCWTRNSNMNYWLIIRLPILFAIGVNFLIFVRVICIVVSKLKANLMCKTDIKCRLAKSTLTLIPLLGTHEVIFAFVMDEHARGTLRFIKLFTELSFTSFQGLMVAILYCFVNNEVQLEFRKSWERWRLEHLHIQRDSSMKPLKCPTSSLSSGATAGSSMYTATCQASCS
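HEK293 cells stably co-expressing a cAMP-responsive luciferase reporter and constitutively active GLP-1R were seeded, incubated 12 h, then exposed to compounds for 24 h at 37 C. Luminescence was read 12 min after detection reagent; inverse agonists lower signal.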
GLP1R ag = agonists of human GLP-1 receptor. HEK293 GLP-1R CRE-luciferase, luminescence, 4-6 h; cells express a hypersensitive GLP-1R form. Potency, µM (doses to about 45.6 µM), inactives show at the highest dose activation, usual class: activators. 380,000 compounds, 0.007% hits. AID 624172; also: potency is read from the fitted curve at half-maximal effect; % of control where 0% means no effect
D3 antag = antagonists of human D3 dopamine receptor | P35462 | D3R cells, DiscoveRx beta-arrestin luminescence, antagonist mode; active compounds read low | max response, negative = inhibition, % | 360,000 compounds, 2.5% hits | AID 652054; in the data active = max response below about -50%; inconclusive = no clear call, values can overlap the other calls; also: % is scaled to controls: 0 for no effect and ±100 for the full control effect; mostly tested at two doses, the higher about 12 µM
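Cells expressing the human receptor were seeded at 1500 cells/well, incubated overnight at 37 degrees C in 5% CO2, then exposed to library compounds with dopamine controls for 90 minutes at 37 degrees C before luminescent detection.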
D3 ag = D3 dopamine receptor (human) agonism; P35462; D3R DiscoveRx beta-arrestin cells, luminescence, 90 min; max activation, %; 410,000 compounds, 0.58% hits; in the data active = max activation above about 30%; also: 0% is about no effect; mostly tested at two doses, the higher about 12 µM
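Agonist-mode cell screen: cells plated at 1500/well and incubated overnight at 37 °C, then exposed to library compounds for 90 min at 37 °C. Detection reagent was added for 30–60 min at room temperature, and luminescence was read.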
PLK1 PBD block = blocks phosphopeptide binding to human PLK1 polo-box domain. P53350. Plk1 PBD binding of FITC phosphopeptide, fluorescence polarization. Potency, µM, for the others: max response, negative = inhibition, actives largely listed as inhibitors. 360,000 compounds, 2.8% hits. AID 720504; also: potency is read from the fitted curve at half-maximal effect; series mostly up to about 57 µM; % is scaled to controls: 0 for no effect and ±100 for the full control effect; nearly all actives have a fitted effect of over 65% in size
Target sequence (P53350 whole entry, looked up, the tested form may be a part): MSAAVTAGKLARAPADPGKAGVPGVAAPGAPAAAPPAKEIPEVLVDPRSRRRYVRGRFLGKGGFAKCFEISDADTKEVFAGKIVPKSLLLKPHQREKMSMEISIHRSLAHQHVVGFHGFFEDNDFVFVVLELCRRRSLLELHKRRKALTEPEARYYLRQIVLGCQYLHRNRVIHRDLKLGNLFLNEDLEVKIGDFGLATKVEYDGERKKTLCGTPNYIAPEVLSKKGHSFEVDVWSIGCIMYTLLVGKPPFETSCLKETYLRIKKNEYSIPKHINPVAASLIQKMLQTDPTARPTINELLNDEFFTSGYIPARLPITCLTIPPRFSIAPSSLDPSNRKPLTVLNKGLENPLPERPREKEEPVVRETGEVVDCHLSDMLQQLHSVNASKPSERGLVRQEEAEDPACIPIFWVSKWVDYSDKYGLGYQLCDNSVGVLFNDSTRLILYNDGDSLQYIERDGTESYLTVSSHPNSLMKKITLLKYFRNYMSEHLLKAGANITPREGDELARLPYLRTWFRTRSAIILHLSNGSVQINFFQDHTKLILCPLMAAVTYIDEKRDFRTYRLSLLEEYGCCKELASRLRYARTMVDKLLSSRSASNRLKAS
IL2 activator = activates IL-2 in a cell-based reporter assay | IL-2 activation reporter assay, cell-based qHTS; stimulated with anti-CD3/CD4/CD28 beads; in transgenic mouse T cells | activation, % (series mostly up to about 46 µM) | 360,000 compounds, 0.065% hits | AID 652025; in the data active = activation above about 50%; inconclusive = mostly about 30% to 49%; also: 0% is about no effect
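EGFP and DsRed fluorescence is measured by plate cytometry in unstimulated transgenic mouse T cells exposed to compound for 60 minutes, then stimulated 18 hours at 37 degrees C with anti-CD3/anti-CD4 beads plus anti-CD28.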
GLP1R cytotox = cytotoxic in the GLP-1 receptor inverse agonist counter-screen; HEK293 cAMP-luciferase reporter cells, luminescence, 24 h; Potency, µM (highest dose often 38.3 µM), inactives show top-dose activity change, negative = inhibition, actives largely listed as inhibitors; 410,000 compounds, 0.13% hits;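 also: loss of luciferase light is scored as toxicity; potency is read from the fitted curve at half-maximal effect; % is scaled to controls: 0 for no effect and ±100 for the full control effect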
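Compound-treated cells are incubated 24 hr at 37 deg C under 5% CO2 after a 12 hour attachment period, then luciferase detection reagent is added and luminescence is measured following 12 min at room temperature; lowered signal indicates toxicity.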
WRN helicase inh = inhibitors of human WRN helicase; Potency, µM (top dose mostly 114 µM), for inactives: at the top dose activity change, negative = inhibition, usual class: inhibitors; Q14191; WRN helicase unwinding, fluorescent forked duplex, kinetic; AID 651768; 360,000 compounds, 0.46% hits; also: potency is read from the fitted curve at half-maximal effect; % is scaled to controls: 0 for no effect and ±100 for the full control effect; nearly all actives have a fitted effect of over 55% in size
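Primary qHTS, 1536-well format. 20 nM WRN + compound, 15 min RT; start with 100 nM forked fluorophore/quencher duplex, 2 mM ATP (final); kinetic read ex 525/em 598 nm.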
PI5P4K alpha inh = inhibitors of human PI5P4K alpha; P48426; PI5P4Kalpha enzyme, ADP-Glo luminescence, 60 min; active compounds read low; max response, %; 330,000 compounds, 1.2% hits; active = max response of -50% or lower; inconclusive = between -30% and -50%; inactive = -30% or higher; also: value at the top dose of about 77 µM; % is scaled to controls: 0 for no effect and ±100 for the full control effect
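ADP-Glo luminescence end-point read after a 60 min room-temperature kinase reaction of PI5P4Kalpha plus substrate, initiated with ATP at 5 microM final. Buffer: 0.038 M HEPES pH 7.4, EGTA, 0.1% CHAPS, 5% DMSO.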
* marks the source's active call; other numbers are inactive results; ? = inconclusive; . = no result given; [ ] = dose if it differs, or a comment. Unless noted, calls follow the shape of the dose curve; as a rule, active = well fitted curve in the direction sought with a large enough effect; inconclusive = small, poorly fitted or top-dose-only effect, or another doubt; inactive = no such curve, though single readings can be large; an effect the other way counts as inactive or inconclusive.

SMILES	GLP1R inv ag	GLP1R ag	D3 antag	D3 ag	PLK1 PBD block	IL2 activator	GLP1R cytotox	WRN helicase inh	PI5P4K alpha inh
Cc1cccc(CCNC(=O)COc2cc(=O)n(C)c3ccccc23)c1	2.6%	12.1%	2.2	6.2	7.7%	1.2	-17.6%	-2.7%	7.2
COc1ccc(C=NNC(=S)NN=Cc2ccc(OC)c(OC)c2)cc1OC	111.8%[activator]	?	34.7	18.6	-6.6%	0.0	0.0%	-19.4%	-20.0
O=C(NC1(C(F)(F)F)C(=O)Nc2c1c(=O)[nH]c(=O)n2Cc1ccco1)C1CCCCC1 (stereo not drawn)	5.9%	-2.0%	-15.6	1.4	?	-0.8	-10.9%	6.8%	-11.6
CCC(C)n1c(SCC(=O)NCCc2ccc(S(N)(=O)=O)cc2)nc2ccsc2c1=O (stereo not drawn)	12.4%	10.0%	1.6	3.2	5.1%	0.9	-10.3%	-14.0%	-5.1
CCCCC1(CC(=O)OC)C(=O)N(c2ccccc2)N(c2ccccc2)C1=O	14.6%	-0.1%	13.0	7.2	4.8%	-3.7	2.8%	3.8%	-5.4
O=C(CCNC(=O)c1ccccc1)NNC(=O)c1ccc(F)cc1	-8.8%	-3.0%	-13.8	-0.9	-14.1%	0.5	17.6%	5.4%	-6.0
CCC1(CC)NC(=S)N(Nc2ccccc2)C1=O	1.0%	-5.6%	-17.8	-8.0	-8.8%	-1.6	2.2%	-4.8%	.
CC1(C(=O)Nc2ccc3c(c2)OCCO3)CN(S(C)(=O)=O)CC(=O)N1CCCN1CCOCC1 (stereo not drawn)	14.2%	.	-14.4	2.5	-1.9%	-0.3	-16.3%	0.9%	-0.5
COc1ccccc1-c1nnc(SCC(=O)Nc2ccc3[nH]c(=O)[nH]c3c2)n1N	14.0%	-4.7%	0.9	-3.0	-7.1%	-0.5	3.0%	5.7%	-26.2
C=CCn1cnnc1SCC(=O)N(C1CCCCC1)C1CCS(=O)(=O)C1 (stereo not drawn)	15.9%	-3.4%	11.1	-0.7	0.6%	-0.4	-1.2%	-12.9%	2.1
CS(=O)(=O)N(CC(=O)NCCSC1CCCCC1)c1ccccc1	1.8%	3.3%	5.6	2.6	-2.4%	-0.2	-3.2%	-1.8%	16.4
CCCc1nnc(SCC(=O)Nc2ccc(OC)cc2)o1	8.9%	6.2%	-11.0	-10.5	-20.9%	0.0	1.6%	7.5%	3.6
C=CCN1C(=O)C(CC(=O)Nc2ccc(C)cc2)SC1=Nc1c(C)n(C)n(-c2ccccc2)c1=O (stereo not drawn)	4.1%	-5.0%	9.7	0.7	-1.0%	1.0	2.6%	-3.2%	.
COc1ccc2c(c1)c1c(c(=O)n(-c3ccc(F)c(Cl)c3)c(=O)n1Cc1cccc(C)c1)n2C	-10.0%	0.0%	.	-3.1	.	.	-0.2%	.	.
O=C(Nc1ccccc1C(=O)NCCCn1ccnc1)c1ccc(Cl)cc1Cl	?	7.2%	-21.7	9.9	-1.4%	-0.4	-16.5%	-10.2%	10.3

Some of these compounds in order of number of heavy atoms, lowest first.
SMILES	GLP1R inv ag	GLP1R ag	D3 antag	D3 ag	PLK1 PBD block	IL2 activator	GLP1R cytotox	WRN helicase inh	PI5P4K alpha inh
CCC1(CC)NC(=S)N(Nc2ccccc2)C1=O	1.0%	-5.6%	-17.8	-8.0	-8.8%	-1.6	2.2%	-4.8%	.
CCCc1nnc(SCC(=O)Nc2ccc(OC)cc2)o1	8.9%	6.2%	-11.0	-10.5	-20.9%	0.0	1.6%	7.5%	3.6
CS(=O)(=O)N(CC(=O)NCCSC1CCCCC1)c1ccccc1	1.8%	3.3%	5.6	2.6	-2.4%	-0.2	-3.2%	-1.8%	16.4
Cc1cccc(CCNC(=O)COc2cc(=O)n(C)c3ccccc23)c1	2.6%	12.1%	2.2	6.2	7.7%	1.2	-17.6%	-2.7%	7.2
COc1ccccc1-c1nnc(SCC(=O)Nc2ccc3[nH]c(=O)[nH]c3c2)n1N	14.0%	-4.7%	0.9	-3.0	-7.1%	-0.5	3.0%	5.7%	-26.2
O=C(NC1(C(F)(F)F)C(=O)Nc2c1c(=O)[nH]c(=O)n2Cc1ccco1)C1CCCCC1 (stereo not drawn)	5.9%	-2.0%	-15.6	1.4	?	-0.8	-10.9%	6.8%	-11.6
CC1(C(=O)Nc2ccc3c(c2)OCCO3)CN(S(C)(=O)=O)CC(=O)N1CCCN1CCOCC1 (stereo not drawn)	14.2%	.	-14.4	2.5	-1.9%	-0.3	-16.3%	0.9%	-0.5

Continued.
SMILES	GLP1R inv ag	GLP1R ag	D3 antag	D3 ag	PLK1 PBD block	IL2 activator	GLP1R cytotox	WRN helicase inh	PI5P4K alpha inh
O=C(Nn1c(COc2ccccc2)nc2ccccc2c1=O)C(Cl)(Cl)Cl	3.4%	-0.8%	-6.8	0.1	-28.7%	-0.4	1.2%	-8.8%	0.0
COC(=O)C1CCCN1C(=O)COc1ccc(Cl)cc1Br (stereo not drawn)	-8.7%	-3.0%	-2.6	3.3	-8.8%	-1.4	-7.1%	-29.6%[57.1 µM]	-4.3
COC(=O)NCC1(C)CC(NC(=O)OC)CC(C)(C)C1 (stereo not drawn)	9.7%	-7.5%	-23.9	-2.4	-3.3%	0.3	3.1%	-0.1%	-2.0
Cn1cc(CN2CCc3ccccc3C2)c2ccccc21	-15.4%	0.2%	-94.8*	-27.7	-3.9%	-1.7	0.7%	-2.7%	.
Cn1c(=O)c2c(ncn2CCC(=O)N/N=C/c2ccccc2)n(C)c1=O	3.7%	2.5%	7.9	2.9	-3.4%	0.0	0.0%	7.8%	0.6
CC(C)OC(=O)/C(=C/c1ccc(Br)cc1)NC(=O)c1ccco1	?	-1.5%	0.0	-4.5	-7.9%	0.4	73.8%[activator]	-10.8%	2.2
COc1ccc(C(=O)C2CCCN(C(=O)c3cccc(N(C)C)c3)C2)cc1OC (stereo not drawn)	0.1%	-5.2%	-5.2	-6.5	1.6%	-0.5	4.5%	-0.2%	-2.8
Cc1nc2cc(NC(=O)Nc3ccc(Br)cc3)ccc2o1	?	4.0%	-1.2	-1.8	-7.2%	0.5	-11.3%	-3.5%	-13.3
CC(NC(=O)CSc1ccccc1C(=O)O)C1CC2CCC1C2 (stereo not drawn)	-8.1%	-1.8%	9.4	0.2	-1.9%	0.6	-16.7%	-0.2%	1.1
Cc1cccc(-n2c(Cc3ccccc3)nnc2SCc2ccc([N+](=O)[O-])cc2)c1	?	-2.8%	-10.5	-2.0	-12.8%	-0.7	-4.7%	-4.1%	11.4
Cc1occc1-c1nnc(SCC(=O)N(C)c2ccccc2)o1	6.3%	-6.8%	13.3	1.0	-1.6%	-4.1	-7.9%	-1.4%	-5.5
CC(=O)NCCc1nc2ccccc2n1CCCCOc1ccccc1	-26.6%	14.9%	16.2	0.0	-7.2%	2.8	-31.2%	0.7%	5.2
CC(=O)c1cn(CC(=O)Nc2ccccc2F)c2ccccc12	-9.6%	-1.3%	-24.6	1.1	-9.8%	-3.4	7.3%	3.2%[57.1 µM]	-9.3
COc1ccc(S(=O)(=O)N2CCC(NC(=O)C(Cc3cccc(OC)c3OC)NC(C)=O)CC2)cc1 (stereo not drawn)	1.5%	5.8%	4.3	14.3	-5.6%	0.0	-15.1%	5.7%	-0.1
C/C=C(/C)C(=O)Nc1cccc(C2=NOC3(C2)C[C@H](C(N)=O)N(C(=O)c2ccc(Cl)cc2)C3)c1 (stereo partly drawn)	0.3%	17.3%	0.3	9.7	-1.2%	1.8	-23.8%	-5.7%	-1.5
Cc1cc(-c2ccccc2)cc(C)n1	10.3%	7.5%	-20.6	-6.0	-6.5%	1.1	-3.7%	8.1%	-2.9
COC(=O)NC1c2ccccc2Oc2ccc(C)cc21 (stereo not drawn)	-20.7%	-2.8%	9.2	-2.9	-8.9%	-3.2	19.9%	-3.0%[57.1 µM]	4.5
CC(=O)N(Cc1cccnc1)Cc1cc2ccccc2[nH]c1=O	28.2%	15.8%	5.6	-2.1	-0.1%	2.3	28.0%	-15.5%	1.2
COc1ccc(CNC(=O)[C@@H]2CC=C[C@@H]3CCN(Cc4ccccc4)C(=O)[C@@H]32)cc1	-9.6%	3.4%	15.1	7.0	-7.9%	0.1	2.4%	4.4%	-0.3
CNC(=O)OCCSCCS(=O)(=O)c1ccc(Cl)cc1	16.0%	0.5%	9.6	3.7	6.0%	-0.5	-4.3%	0.7%	0.1
CC(C(=O)OCC(=O)Nc1ccc(S(N)(=O)=O)cc1)N1C(=O)c2ccccc2C1=O (stereo not drawn)	8.5%	9.6%	12.4	5.8	-2.0%	-0.6	-6.5%	-6.9%	-6.5
CCS(=O)(=O)N1CCCC(C(=O)NCCCOC(C)C)C1 (stereo not drawn)	14.0%	-11.1%	?	0.5	2.6%	1.1	12.5%	-3.8%	3.1
CCCC12CN3CC(CCC)(CN(C1)C3C(O)C(O)C(O)CO)C2=O (stereo not drawn)	-3.9%	-0.8%	0.7	0.4	-8.2%	0.3	-4.4%	2.6%	3.2
CC(C)C[C@@H](CNCC(=O)[C@H](C)NC(=O)c1[nH]cnc1C(=O)N[C@@H](C)CN)NC(=O)c1nc[nH]c1C(=O)N[C@@H](Cc1ccccc1)C(=O)O	-6.5%	-0.4%	-1.0	28.0	?	-0.1	0.4%	3.9%	-25.2
Cn1c(C(=O)N2COCC2(C)C)cc2c(=O)n3ccccc3nc21	92.1%[activator]	9.2%	4.2	0.2	?	0.3	238.7%[activator]	9.5%	-10.6

Compound activity as filed in PubChem.

Rows are unselected. About 7.8% of those tested had a hit in this group.
